Bioassay records from PubChem BioAssay.
14-3-3 Bad PPI: disrupts binding of bovine 14-3-3 zeta to phospho-Bad peptide; 220,000 compounds, 0.71% hits; TR-FRET 14-3-3zeta/Dy647-pBad peptide displacement, 1 h; inhibition, % at 21.7 µM; AID 781;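 active = inhibition above about 70%, limit read from the data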;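 also: 0% = full 14-3-3 plus peptide FRET controls and 100% = background without 14-3-3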
Target sequence (P63103 whole entry, looked up): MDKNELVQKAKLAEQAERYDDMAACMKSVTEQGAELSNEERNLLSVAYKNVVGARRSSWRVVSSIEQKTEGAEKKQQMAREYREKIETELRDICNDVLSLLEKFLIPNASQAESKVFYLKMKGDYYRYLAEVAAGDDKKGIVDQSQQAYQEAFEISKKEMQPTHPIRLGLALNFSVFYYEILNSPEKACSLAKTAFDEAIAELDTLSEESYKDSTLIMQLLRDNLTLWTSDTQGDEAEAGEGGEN
Cl transport mod: modulators of human KCC2 chloride dependent transport; Q9H2X9; KCC2 cells, thallium flux FluoZin-2 fluorescence; B-score of Tl+ flux slope (higher = more flux/activation; lower = inhibition) at 10 µM; 190,000 compounds, 2.2% hits; AID 1456;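 active = thallium flux slope and its plate-corrected score both differing from the plate sample mean at a set confidence after two filtering rounds, in either direction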;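 also: slope of fluorescence scaled to starting intensity during 10 to 20 s after thallium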
eIF4E-4G inh: inhibitors of eIF4E and eIF4G interaction in translation initiation | P63073+Q04637 | TR-FRET eIF4E-eIF4GI(517-606) binding, 2 h | inhibition, % at 21.7 µM | 220,000 compounds, 0.37% hits;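 also: 0% = full FRET control wells and 100% = background wells lacking eIF4GI fragment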
Furin inh: inhibitors of human furin | purified furin, fluorogenic substrate cleavage | inhibition, % at 30 µM | 220,000 compounds, 0.061% hits; in the data active = inhibition above about 25%; also: inactives centre near -15
hK5 inh: blocks human kallikrein 5 protease activity. AID 873. Q9Y337. 210,000 compounds, 0.59% hits. inhibition, % at 5 µM. recombinant hK5, fluorogenic AMC substrate cleavage;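 active = inhibition of 40% or more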;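 also: 0% = enzyme controls without compound and 100% = no-enzyme blanks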
Rad51 HR inh: blocks human Rad51 in homologous recombination | inhibition, % at 10 µM | hRad51 DNA strand exchange, fluorescence dequenching | Q06609 | 200,000 compounds, 0.085% hits;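 active = inhibition above 40% at the single screening dose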;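 also: 0% = DMSO control wells and 100% = blanks with heterologous ssDNA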
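Material: hRad51 filaments on single-stranded DNA; Reagent: Donor/quencher-labelled 47-bp dsDNA substrate; Compound: 10 µM final, single point; Schedule: 37 °C 15-min filament assembly, 30-min compound preincubation, 15-min exchange; Technique: FRET fluorescence, excitation 485 nm, emission 520 nm; Benchmarks: control wells and blank wells on each plate.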
p47phox inh: p47phox (human) inhibition; P14598; p47phox/p22phox peptide binding, fluorescence polarization, 2 h; inhibition, % at 24.7 µM; 220,000 compounds, 0.53% hits;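 also: 0% = p47phox with labelled peptide and 100% = labelled peptide alone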
Target sequence (P14598 whole entry, looked up): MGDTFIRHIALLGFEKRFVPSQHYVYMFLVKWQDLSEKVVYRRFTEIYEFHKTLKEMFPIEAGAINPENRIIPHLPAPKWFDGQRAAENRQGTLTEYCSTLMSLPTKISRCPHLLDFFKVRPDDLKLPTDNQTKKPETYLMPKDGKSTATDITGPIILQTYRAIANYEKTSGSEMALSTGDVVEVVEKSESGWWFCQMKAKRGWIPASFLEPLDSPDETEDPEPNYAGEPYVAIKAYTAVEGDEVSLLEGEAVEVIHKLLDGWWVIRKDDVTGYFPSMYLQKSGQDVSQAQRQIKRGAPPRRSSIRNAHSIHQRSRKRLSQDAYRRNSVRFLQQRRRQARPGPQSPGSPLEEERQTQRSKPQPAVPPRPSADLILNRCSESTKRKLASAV
EBV gp42 inh: inhibitors of Epstein-Barr virus glycoprotein 42; Fluorescence polarization binding assay, mP read-out; inhibition, % (tested at 21.74 µM); 220,000 compounds, 0.42% hits; AID 1085; in the data active = inhibition above about 50%
Target sequence (Q1HVG2 whole entry, looked up): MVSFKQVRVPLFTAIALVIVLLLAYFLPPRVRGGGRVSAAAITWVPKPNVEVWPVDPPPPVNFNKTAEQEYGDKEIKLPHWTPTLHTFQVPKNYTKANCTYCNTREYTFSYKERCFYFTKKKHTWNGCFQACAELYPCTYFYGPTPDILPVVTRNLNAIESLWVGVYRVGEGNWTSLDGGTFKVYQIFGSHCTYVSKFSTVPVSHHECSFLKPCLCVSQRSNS
Thrombin inh: blocks human thrombin protease activity; alpha-thrombin, Boc-VPR-AMC fluorogenic substrate cleavage; inhibition, % at 5 µM; 220,000 compounds, 0.26% hits; P00734;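 active = inhibition at or above 40%; inactive = inhibition below 40%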;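 also: 0% = enzyme with no compound and 100% = wells without enzyme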
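Test system: human alpha-thrombin protein / Dosing: one concentration per compound, 5 µM, with 0.2% DMSO / Medium: pH 7.5 Tris-saline with Tween 20 / Benchmarks: no-compound enzyme wells and no-enzyme blanks / Read-out basis: percent inhibition of thrombin substrate cleavage / Timing: reaction at room temperature / Measured by: fluorescence, ex 355 nm, em 460 nm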
* hit, by the source's call; [ ] = remark or other dose.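 The calls were made as follows, unless noted: active = inhibition above about 30% (limit read from the data); inactive = the rest.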

`CCOC(=O)CC1C(=O)NCCN1S(=O)(=O)c1ccc(OC)cc1` (centres undefined) gave 14-3-3 Bad PPI 12, Cl transport mod 0.88, eIF4E-4G inh -1, Furin inh -2, hK5 inh 4, Rad51 HR inh -4, p47phox inh -1, EBV gp42 inh 0 and Thrombin inh 3.
COc1ccc(NC(=S)NC(=O)/C=C/c2ccco2)cc1 was read as 14-3-3 Bad PPI -4, Cl transport mod 4.4*, eIF4E-4G inh -1, Furin inh -12, hK5 inh -6, Rad51 HR inh 2, p47phox inh 2, EBV gp42 inh 12 and Thrombin inh 0.
CCOC(=O)n1c(=O)n(Cc2ccc(Cl)c(Cl)c2)c2ccccc21 was read as Furin inh -12[20 µM], hK5 inh 8, Rad51 HR inh -5, p47phox inh -3, EBV gp42 inh -3 and Thrombin inh -10.
`Cc1ccc(/C=N/Nc2nc3ccccc3s2)o1` gave 14-3-3 Bad PPI -6, Cl transport mod 0.22, eIF4E-4G inh 8, Furin inh 0, hK5 inh -10, Rad51 HR inh 4, p47phox inh -22, EBV gp42 inh -1 and Thrombin inh 0.
`Cc1cc(C)c(S(=O)(=O)N(C)Cc2cnn(C)c2)c(C)c1` gave 14-3-3 Bad PPI 9, Cl transport mod -0.025, eIF4E-4G inh 1, Furin inh -22[20 µM], hK5 inh 0, Rad51 HR inh -4, p47phox inh -7, EBV gp42 inh -15 and Thrombin inh 4.
O=C(NCc1cccnc1)c1c(F)c(F)c(F)c(F)c1F was read as 14-3-3 Bad PPI -6, Cl transport mod -0.1, eIF4E-4G inh 0, Furin inh -11[20 µM], hK5 inh 6, Rad51 HR inh 5, p47phox inh -16, EBV gp42 inh -20 and Thrombin inh -1.
Screening Cc1ccc(N2C(=O)CC(Sc3ccccc3C(=O)O)C2=O)cc1C (centres undefined) returned 14-3-3 Bad PPI -8, Cl transport mod 0.89, eIF4E-4G inh -2, Furin inh -31, hK5 inh 2, Rad51 HR inh 10, p47phox inh -8, EBV gp42 inh -2 and Thrombin inh 2.
Screening O=C(O)c1ccccc1C(=O)Nc1n[nH]c(=S)s1 returned 14-3-3 Bad PPI 9, Cl transport mod -0.39, eIF4E-4G inh 18, Furin inh -22, hK5 inh -28, Rad51 HR inh -2, p47phox inh -4, EBV gp42 inh -29 and Thrombin inh -1.
Nc1nc(SCC(=O)Nc2ccc3c(c2)CCC3)n[nH]1 was read as 14-3-3 Bad PPI -10[fluorescence artefact?], Cl transport mod 0.25, eIF4E-4G inh -4, Furin inh -19, hK5 inh 12, Rad51 HR inh 0, p47phox inh -4, EBV gp42 inh -16 and Thrombin inh -1.
Screening COc1cccc(N2C(=O)CC(NNc3nc4ccccc4s3)C2=O)c1 (centres undefined) returned 14-3-3 Bad PPI 0, Cl transport mod -0.69, eIF4E-4G inh 2, Furin inh -4, hK5 inh 40*, Rad51 HR inh 1, p47phox inh -4, EBV gp42 inh -7 and Thrombin inh 19.
Screening Clc1ccccc1-c1nnc2sc(-c3ccc4c(c3)OCO4)nn12 returned 14-3-3 Bad PPI 1, Cl transport mod -2.1, eIF4E-4G inh 0, Furin inh -21[20 µM], hK5 inh 2, Rad51 HR inh 0, p47phox inh 5, EBV gp42 inh -11 and Thrombin inh -6.
COCC(=O)NNC(=S)Nc1cccc(C)c1C was read as 14-3-3 Bad PPI -12, Cl transport mod 0.98, eIF4E-4G inh -3, Furin inh -23, hK5 inh -13, Rad51 HR inh 9, p47phox inh -11, EBV gp42 inh -3 and Thrombin inh 2.
`COc1ccccc1N=Cc1c(C)[nH]n(-c2ccc(C)cc2C)c1=O` gave 14-3-3 Bad PPI -7, Cl transport mod -0.8, eIF4E-4G inh 3, Furin inh -28, hK5 inh 22, Rad51 HR inh 19, p47phox inh -4, EBV gp42 inh -22 and Thrombin inh -15.
C[C@H](N)c1nnc(SCc2ccc(Cl)cc2Cl)o1 was read as 14-3-3 Bad PPI 14[fluorescence artefact?], Cl transport mod 0.007, eIF4E-4G inh 1[fluorescence artefact?], Furin inh -27, hK5 inh 0, Rad51 HR inh -2, p47phox inh -6, EBV gp42 inh 0 and Thrombin inh -3.
For COc1ccc(C2=NOC(C(=O)NCc3ccc(F)cc3)C2)cc1OC (centres undefined) the results were 14-3-3 Bad PPI 0[fluorescence artefact?], Cl transport mod 0.33, eIF4E-4G inh -1, Furin inh 24[20 µM], hK5 inh 0, p47phox inh -10, EBV gp42 inh -4 and Thrombin inh 5.
Screening O=[N+]([O-])c1ccc(CSc2nc3ncc(Br)cc3[nH]2)cc1 returned 14-3-3 Bad PPI 2, Cl transport mod -0.086, eIF4E-4G inh -1, Furin inh -20, hK5 inh 2, Rad51 HR inh -3, p47phox inh -7, EBV gp42 inh 3 and Thrombin inh 3.
Screening Cc1ccc(N2C(=O)c3ccccc3C2Nc2ccccc2F)nc1 (centres undefined) returned 14-3-3 Bad PPI -1, Cl transport mod 0.95, eIF4E-4G inh -3[fluorescence artefact?], Furin inh -11, hK5 inh -1, Rad51 HR inh 1, p47phox inh -3, EBV gp42 inh -22 and Thrombin inh -3.
For Cc1cccc(C)c1NC(=S)NCc1ccncc1 the results were 14-3-3 Bad PPI -13, Cl transport mod 0.86, eIF4E-4G inh 2, Furin inh -20, hK5 inh 0, Rad51 HR inh 5, p47phox inh -12, EBV gp42 inh -7 and Thrombin inh -4.
For Cc1noc(C)c1COC(=O)CCOc1ccccc1 the results were 14-3-3 Bad PPI -12[fluorescence artefact?], Cl transport mod -0.71, eIF4E-4G inh 1, Furin inh -29, hK5 inh -25, Rad51 HR inh 0, p47phox inh -8, EBV gp42 inh -9 and Thrombin inh -9.
For COC(=O)c1cn(CC(=O)N2CCCCCC2)c2ccccc12 the results were 14-3-3 Bad PPI -2, Cl transport mod 1.5, eIF4E-4G inh 4, Furin inh -14[20 µM], hK5 inh 5, Rad51 HR inh 0, p47phox inh 5, EBV gp42 inh -2 and Thrombin inh 2.
Screening Cc1ccc(-n2[nH]c(=O)c3cccnc32)cc1 returned 14-3-3 Bad PPI -13, Cl transport mod 0.39, eIF4E-4G inh 2, Furin inh -9[20 µM], hK5 inh 4, Rad51 HR inh 5, p47phox inh -2, EBV gp42 inh 7 and Thrombin inh -5.
Screening COc1ccc(OCC(=O)NCCCn2ccnc2)cc1 returned 14-3-3 Bad PPI 0, eIF4E-4G inh 3, Furin inh -23, hK5 inh 0, p47phox inh -17, EBV gp42 inh -24 and Thrombin inh -8.
For O=S(=O)(Nc1cc(Sc2cccc3cccnc23)c(O)c2ccccc12)c1ccccc1 the results were 14-3-3 Bad PPI 9[fluorescence artefact?], Cl transport mod 48*, eIF4E-4G inh 1, Furin inh -19, hK5 inh -25, p47phox inh 14, EBV gp42 inh 0 and Thrombin inh 3.
Screening COc1ccc(-n2c(SCC(=O)Nc3sc4c(c3C#N)CCCC4)nnc2-c2ccc(O)cc2)cc1 returned 14-3-3 Bad PPI 88*, Cl transport mod 0.3, eIF4E-4G inh 13, Furin inh -27[20 µM], hK5 inh 8, Rad51 HR inh -5, p47phox inh 23, EBV gp42 inh -18 and Thrombin inh -5.

4 records drawn at random from those above, as already listed:
Screening O=[N+]([O-])c1ccc(CSc2nc3ncc(Br)cc3[nH]2)cc1 returned 14-3-3 Bad PPI 2, Cl transport mod -0.086, eIF4E-4G inh -1, Furin inh -20, hK5 inh 2, Rad51 HR inh -3, p47phox inh -7, EBV gp42 inh 3 and Thrombin inh 3.
C[C@H](N)c1nnc(SCc2ccc(Cl)cc2Cl)o1 was read as 14-3-3 Bad PPI 14[fluorescence artefact?], Cl transport mod 0.007, eIF4E-4G inh 1[fluorescence artefact?], Furin inh -27, hK5 inh 0, Rad51 HR inh -2, p47phox inh -6, EBV gp42 inh 0 and Thrombin inh -3.
`Cc1ccc(/C=N/Nc2nc3ccccc3s2)o1` gave 14-3-3 Bad PPI -6, Cl transport mod 0.22, eIF4E-4G inh 8, Furin inh 0, hK5 inh -10, Rad51 HR inh 4, p47phox inh -22, EBV gp42 inh -1 and Thrombin inh 0.
Screening Cc1ccc(N2C(=O)CC(Sc3ccccc3C(=O)O)C2=O)cc1C (centres undefined) returned 14-3-3 Bad PPI -8, Cl transport mod 0.89, eIF4E-4G inh -2, Furin inh -31, hK5 inh 2, Rad51 HR inh 10, p47phox inh -8, EBV gp42 inh -2 and Thrombin inh 2.

(list continues)
`Cc1nnc(SCC(=O)Nc2nc3c(s2)CC(C)CC3)s1` (centres undefined) gave 14-3-3 Bad PPI -2[fluorescence artefact?], Cl transport mod -0.3, eIF4E-4G inh -3[fluorescence artefact?], Furin inh 5[20 µM], hK5 inh -19, Rad51 HR inh -3, p47phox inh -2, EBV gp42 inh -24 and Thrombin inh 5.
CC(C)(C)C(=O)Nc1nc(-c2ccc3c(c2)OCO3)cs1 was read as 14-3-3 Bad PPI -4, Cl transport mod -0.76, eIF4E-4G inh 6, Furin inh 0[20 µM], hK5 inh -10, p47phox inh -23, EBV gp42 inh 4 and Thrombin inh -5.
O=c1c2ccccc2nc(COc2ccccc2)n1/N=C/c1cc([N+](=O)[O-])ccc1O was read as 14-3-3 Bad PPI 4, Cl transport mod -1.8, eIF4E-4G inh 1, Furin inh -1, hK5 inh -44, Rad51 HR inh 3, p47phox inh -5, EBV gp42 inh 9 and Thrombin inh 1.
Screening O=S(=O)(c1ccc(-c2ccon2)s1)N1CCN(CCN2CCOCC2)CC1 returned 14-3-3 Bad PPI -3, Cl transport mod -0.15, eIF4E-4G inh -2, Furin inh 4, hK5 inh 15, Rad51 HR inh -13, p47phox inh 1, EBV gp42 inh -6 and Thrombin inh 11.
For O=C(/C=C/c1ccco1)Nc1ccc(CN2CCOCC2)cc1 the results were 14-3-3 Bad PPI -2, Cl transport mod -0.68, eIF4E-4G inh 5, Furin inh -5, hK5 inh -9, Rad51 HR inh 15, p47phox inh -10, EBV gp42 inh -14 and Thrombin inh -7.
`Cc1cc(NC(=O)/C=C/c2ccccc2)no1` gave 14-3-3 Bad PPI -9, eIF4E-4G inh 7, Furin inh -8[20 µM], hK5 inh 12, p47phox inh -1, EBV gp42 inh 12 and Thrombin inh 3.
CC1(C)Cc2c(sc3nnn(Cc4ccc(Cl)cc4)c(=O)c23)CO1 was read as 14-3-3 Bad PPI 5, Cl transport mod 1.1, eIF4E-4G inh -6[fluorescence artefact?], Furin inh -13, hK5 inh -3, Rad51 HR inh -2, p47phox inh -6, EBV gp42 inh -8 and Thrombin inh -2.
`N#Cc1c(N)n(CCOC(=O)c2ccc(Cl)cc2)c2nc3ccccc3nc12` gave 14-3-3 Bad PPI 10[fluorescence artefact?], Cl transport mod 0.63, eIF4E-4G inh 3, Furin inh -20[20 µM], hK5 inh -18, Rad51 HR inh -9, p47phox inh -11, EBV gp42 inh -18 and Thrombin inh -9.
Screening CSc1ccc(C(=O)C2CCCN(Cc3cccn3-c3cccnc3)C2)cc1 (centres undefined) returned 14-3-3 Bad PPI -5, eIF4E-4G inh -1, Furin inh -17, p47phox inh 7, EBV gp42 inh 8 and Thrombin inh -1.
For CCOC(=O)C1=C(C)NC(C)=C(C(=O)OCC)C1C1=COCCO1 the results were 14-3-3 Bad PPI -9, Cl transport mod 0.75, eIF4E-4G inh 1[fluorescence artefact?], Furin inh -17, hK5 inh 11, Rad51 HR inh 1, p47phox inh -9, EBV gp42 inh -13 and Thrombin inh -4.
CC(C)c1ccccc1NC(=O)Nc1ccc(F)cc1F was read as 14-3-3 Bad PPI 3, Cl transport mod -1.8, eIF4E-4G inh 2, Furin inh -18, hK5 inh 0, p47phox inh -16, EBV gp42 inh -15 and Thrombin inh -8.
